Source: PubChem BioAssay
eIF2B yeast act: modulators of yeast eIF2B activity. inhibition, % at 25 µM (by protocol). S. cerevisiae eIF2B-epsilon R284H, GCN4-lacZ luminescence. actives 0.91% (n = 27,000);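 active = mutant luminescence inhibited past about 50% while wild type luminescence and mutant growth stay under set limits, limit read from the data; inconclusive = mutant versus wild type luminescence inhibition gap past a set limit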; also: some compounds called inactive have numbers as strong as hits
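Material – yeast eIF2B-epsilon R284H mutant carrying GCN4–beta-galactosidase fusion · Medium – YPD yeast growth medium · Compound – one concentration, 25 µM, 0.25% DMSO · Times – 16 h at 30 °C exposure · Signal – Beta-Glo luminescence plus absorbance at 595 nm · Read-out – % inhibition of reporter signal and growth versus controls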
Yeast tox: Compounds toxic to wild-type S. cerevisiae growth. A595 turbidity, 16 h. growth inhibition, % at 25 µM (by protocol). actives 0.3% (n = 30,000);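 active = mutant and wild-type yeast strains alike exhibit over 30% growth inhibition; inconclusive = a strain exceeds 50% while the second remains under 30%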;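 also: 0% = untreated cell controls and 100% = YPD media blanks without cells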
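system = S. cerevisiae wild-type or eIF2Bepsilon-R284H mutant strain | buffer or medium = YPD medium | dosing = one dose, 25 µM compound, 0.2% DMSO | schedule = 16 h at 30 °C | measured by = A595 turbidity | evaluation = growth inhibition (%) versus cell controls and blanks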
Yeast tox inhibition %: further read-out of Yeast tox, marked with its call; growth inhibition, %; S. cerevisiae eIF2Bepsilon-R284H mutant growth, A595 turbidity, 16 h;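 each compound tested once at 25 µM; 0% equals untreated cells and 100% equals cell-free medium blanks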
eIF2B yeast act mutant toxicity: also measured in eIF2B yeast act; calls as there; growth inhibition, %; measured here: mutant yeast growth, toxicity;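 each compound tested once at 25 µM; zero equals untreated control growth and 100 equals blank medium absorbance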
The depositor's hits bear a star; ? = inconclusive; . = no result given.

canonical_smiles | eIF2B yeast act | eIF2B yeast act mutant toxicity | Yeast tox | Yeast tox inhibition %
O=C1/C(=C\c2ccccn2)SC(=S)N1Nc1ncc(C(F)(F)F)cc1Cl | 11 | -5 | -15 | -5
O=C(CCCOc1ccccc1)N1CCN(S(=O)(=O)c2cccs2)CC1 | . | . | 6 | -9
CN(C)S(=O)(=O)c1ccc(Oc2ccccc2)cc1 | -12 | 7 | 23 | 7
CCOC(=O)Cc1cc(=O)n2[nH]c(-c3ccccc3)cc2n1 | -1 | -12 | 20 | -12
O=C(CCCC(=O)OCC(F)(F)C(F)F)Nc1nccs1 | -19 | 11 | 9 | 11
COc1cc(NS(=O)(=O)c2ccc(Cl)cc2)c(C(=O)O)cc1OC | 17 | 18 | 11 | 18
O=C1C2CC=C(Cl)CC2C(=O)N1CN(Cc1ccco1)CN1C(=O)C2CC=C(Cl)CC2C1=O (centres undefined) | -7 | -9 | 5 | -9
Cc1cc(C)n(CCc2nc3c4ccccc4n(CC#N)c(=O)n3n2)n1 | -3 | 16 | 19 | 16
Cc1ccc(S(=O)(=O)N2CCOCC2)cc1NC(=O)COC(=O)CCC(=O)c1cccs1 | 35 | -15 | ? | .
O=C(OC1CCOC1=O)c1cncc(Br)c1 (centres undefined) | -16 | -24 | 14 | -24
COC(=O)Cc1cc(=O)[nH]c(/N=C(\N)Nc2ccc(C)cc2)n1 | 19 | 16 | 2 | 16
Cc1ccc(C)n1NC(=O)c1ccc(Cl)cc1Cl | 14 | 23 | 25 | 23
Cc1nn(-c2ccccc2)c2c1C(c1ccc(O)c(O)c1)N1C(=N2)C(Nc2ccccc2)=Nc2ccccc21 (centres undefined) | 14 | -26 | 25 | -26
O=C(Nc1cccnc1Cl)c1cccnc1Cl | 23 | 16 | 13 | 16
Cc1c(O)ccc(C(=O)COc2ccc(F)cc2)c1O | 15 | 7 | -26 | 7
Cc1nn(C)c(C)c1S(=O)(=O)NC1CCCc2ccccc21 (centres undefined) | 0 | 12 | -11 | 12
CC1CC(N(C(=O)c2ccc(Cl)cc2)c2ccccc2)c2ccccc2N1C(=O)c1ccco1 (centres undefined) | . | . | -1 | 4
CC(C)NS(=O)(=O)c1ccc(N2C(=O)c3ccccc3C2=O)cc1 | 15 | 19 | 19 | 19
O=C(Cc1ccccc1)Nc1ccc(C(=O)O)cc1 | 39 | -3 | -3 | -3
CCOC(=O)N1CCN(C(=O)c2ccc(N(Cc3ccc(C)cc3)S(C)(=O)=O)cc2)CC1 | 25 | 5 | 14 | 5
CSc1nc(N2CCOCC2)c2c3c(sc2n1)CCCC3 | 4 | -8 | 13 | -8
c1ccc2c(N3CCCC3)nc(-c3ccncc3)nc2c1 | -4 | . | . | .
Cc1ccc(-n2c(Cc3cccn3C)nnc2SCC(=O)NCc2ccco2)cc1 | 17 | . | 17 | 0
Cc1cc(C)n(CC(=O)N/N=C/c2ccc(C)o2)n1 | 27 | 10 | 32 | 10
CC1(C)C(c2ccco2)=[N+]([O-])C2(CCCCC2=O)N1O (centres undefined) | -23 | 5 | -7 | 5
CCOC(=O)c1sc(C)c2c1NC(C)(c1cccc3ccccc13)NC2=O (centres undefined) | -9 | 3 | 8 | 3
CCOc1cc2[nH]c(=S)n(CCCN(CC)CC)c(=O)c2cc1OCC | 19 | -14 | -2 | -14
O=C(Cc1ccccc1)N1CCCC(c2nc(-c3ccc(S(=O)(=O)N4CCCC4)cc3)no2)C1 (centres undefined) | 14 | . | 5 | 0
CCOC(=O)c1sc(NC(=O)CSc2nnc(Cc3ccccc3)o2)c(C#N)c1C | 4 | 38 | -4 | 38
Nc1ncnc2nc(Sc3ccc(Cl)cc3)[nH]c12 | 15 | 9 | 8 | 9
COc1ccccc1OCC(=O)OCC(=O)Nc1ncc(Cl)cc1Cl | 21 | 7 | 15 | 7
COCCSc1ccccc1C(=O)N1CCN(Cc2ccc3c(c2)OCO3)CC1 | . | . | 0 | -33
CCOc1ccc2[nH]c(C)c(CN3CCN(C)CC3)c(=O)c2c1 | 21 | 22 | 14 | 22
N=c1n(CCN2CCOCC2)c2ccccc2n1Cc1ccccc1Br | . | . | 7 | 18
Cc1ccc2nc(-c3cccc(NC(=O)c4ccco4)c3)[nH]c2c1 | 20 | . | -1 | 0
COCCCNC(=O)CN(c1cc(OC)ccc1OC)S(=O)(=O)c1ccccc1 | 28 | . | . | .
CC(C)(C)NC(=O)CN1CCC(O)(c2ccc3c(c2)OCO3)CC1 | 18 | . | . | .
O=C(Nc1nc2c(c(=O)[nH]1)CCCC2)C1CC1 | 13 | 6 | 2 | 6
CCC(N1CCOC1=O)S(=O)(=O)c1ccc(C)cc1 (centres undefined) | 21 | 19 | 17 | 19
Cc1cc(NC(=O)CSc2n[nH]c(CC(C)C)n2)no1 | -9 | 29 | 13 | 29
O=P(OC1CCCCC1)(OC1CCCCC1)C(O)c1ccc(Cl)cc1Cl (centres undefined) | . | . | -2 | -5
CC1(C)Cc2c(sc3nc4n(c(=O)c23)CCC4)CO1 | 19 | 2 | -3 | 2
O=C(Oc1ccccc1Cl)c1ccccc1P(=O)(O)O | 19 | 19 | 12 | 19
Cc1cc(Cl)c(S(=O)(=O)NCCC(=O)O)cc1OCC(N)=O | 20 | -5 | 13 | -5
Cc1ccc2c(c1)nnn2C1CCN(C(=O)c2cccs2)CC1 | 19 | -4 | 11 | -4
CCOC(=O)COc1ccc(C(=O)NC2CCCCC2)cc1 | 3 | -7 | 16 | -7
O=C(NCCCN1CCCC1=O)NC1CCCCC1 | 3 | 19 | 9 | 19
Cc1occc1-c1nnc(SCC(=O)Nc2nc3ccccc3s2)o1 | 6 | -33 | 10 | -33
c1ccc(OCCSc2nc3ccccc3[nH]2)cc1 | -3 | -11 | 30 | -11
O=C(O)CCC(C(=O)O)n1c(O)c(C2=c3ccccc3=NC2=O)sc1=S (centres undefined) | 24 | 30 | 22 | 30

(cont.)
canonical_smiles | eIF2B yeast act | eIF2B yeast act mutant toxicity | Yeast tox | Yeast tox inhibition %
CC(=O)c1ccc(NC(=O)c2ccc3nc(-c4ccco4)c(-c4ccco4)nc3c2)cc1 | 9 | -15 | -4 | -15
CN1C(=O)CC(Sc2ncccc2C(=O)O)C1=O (centres undefined) | 10 | -10 | 11 | -10
CNc1oc(Cc2cccc3ccccc23)nc1C#N | -10 | 19 | 22 | 19
CN1CCN(c2nc(-c3ccccc3)nc3c2oc2ccccc23)CC1 | 3 | -24 | 7 | -24
CCSc1nc2ccccc2[nH]1 | 18 | 27 | 10 | 27
O=C(Nc1ccc(-c2nc3ccc(NC(=O)c4cccs4)cc3[nH]2)cc1)c1cccs1 | 7 | 19 | 21 | 19
O=C(c1ccco1)N1CCN(C(=O)c2cc(-c3ccccn3)nc3ccccc23)CC1 | -29 | 2 | 4 | 2
CCC(=O)Nc1ccc(NC(=O)c2c(C)nc3ccccn23)cc1 | 14 | -5 | 25 | -5
O=C(CCC1COc2ccccc2O1)Nc1ccc(Cl)cn1 (centres undefined) | 43 | -12 | 5 | -12
O=C(NC12CC3CC(CC(C3)C1)C2)c1ccc(=O)oc1 | 7 | -15 | 28 | -15
Cc1cccn2c(=O)c3cc(C(=O)N(C)C)n(C)c3nc12 | 28 | . | 12 | 0
Cc1cc(F)c(F)c(C(=O)N2CCOCC2)c1Cl | -44 | 4 | 15 | 4
Cc1ccc(Sc2c(C)nn(C(=O)c3cccc(S(=O)(=O)N4CCOCC4)c3)c2C)cc1 | 25 | 8 | -1 | 8
COc1ccc(C(=O)N2CCCCC2)cc1S(=O)(=O)Nc1cccc(C(=O)O)c1 | 1 | . | 1 | 0
O=C(C1CCN(C2CC(=O)N(c3cccc(Cl)c3)C2=O)CC1)N1CCCC1 (centres undefined) | 0 | 15 | 7 | 15
CC1CN(C2CCN(S(=O)(=O)Cc3ccccc3)CC2)CC(C)O1 (centres undefined) | 1 | 7 | 6 | 7
Cn1c(CCCNC(=O)c2cccs2)nc2ccccc21 | -11 | . | -9 | 0
COC(=O)CSc1ncc(C#N)c(N)n1 | -16 | 14 | 19 | 14
CCN(C1CCCCC1)S(=O)(=O)c1ccc(S(=O)(=O)N(CC(=O)Nc2ccccc2)C2CC2)cc1 | -33 | -5 | 14 | -5
CC(C)c1cc(Br)ccc1OCCCN1C(=O)NC(C)(C)C1=O | 24 | 16 | 10 | 16
S=c1sc2c(N3CCN(Cc4ccccc4)CC3)ncnc2n1-c1ccccc1 | -6 | -12 | 0 | -12
O=C(COC(=O)C12CC3CC(CC(C3)C1)C2)NC12CC3CC(CC(C3)C1)C2 | 12 | -14 | -29 | -14
CCOC(=O)c1nnn(-c2nonc2N)c1-c1ccc(OC)cc1 | 19 | 13 | 20 | 13
COc1ccc(N(C)S(=O)(=O)c2cccc3cccnc23)c(OC)c1 | 14 | . | -9 | 0
O=C(c1ccc(F)cc1)C1CCN(C(=O)NC2CCCCC2)CC1 | 17 | -14 | 1 | -14
COC(=O)COc1ccc(S(=O)(=O)NCCC2=CCCCC2)cc1Cl | 14 | 22 | 23 | 22
Cc1ccccc1-c1ccc(Nc2ccc(N3CCOCC3)cc2)nn1 | -1 | 17 | 11 | 17
CCOc1cccc(/C(O)=C2/C(=O)C(=O)N(CCOC)C2c2ccncc2)c1 (centres undefined) | 18 | -5 | 10 | -5
O=C(NCc1cccs1)Nc1cccs1 | 23 | 15 | 15 | 15
Cc1c(N=Cc2ccccn2)c(=O)n(-c2ccccc2)n1C | 5 | 13 | 14 | 13
C=CCCCCCCCCc1nc(=S)[nH][nH]1 | . | . | 10 | 3
O=C(Cn1cnc2ccccc2c1=O)c1ccc2c(c1)OCCO2 | 8 | 5 | 21 | 5
COc1cc(C(=O)Oc2cccc(C)c2)cc(OC)c1OC | 22 | -5 | 10 | -5
COc1ccc(S(=O)(=O)Nc2ccc3c(c2)OCO3)cc1C | 18 | 16 | ? | .
CCOC(=O)Cn1nnc(-c2cccc(OC)c2)n1 | 24 | -4 | -1 | -4
CCCCCCS(=O)Cc1ccccc1 (centres undefined) | 18 | 15 | 8 | 15
c1ccc(-c2nc(N3CCNCC3)nc3ccccc23)cc1 | . | . | 23 | 8
Cc1ccc(-c2c3c(=O)n(C)c(=O)n(C)c3cn2Cc2ccccc2)cc1 | 1 | -19 | -3 | -19
COc1cc(SC)ccc1C(=O)OC1CCOC1=O (centres undefined) | 9 | 5 | 7 | 5
CSc1nnc2c(n1)OC=Nc1ccccc1-2 | -9 | -10 | 28 | -10

Twelve structures from above, arranged by molar mass, largest number first.
canonical_smiles | eIF2B yeast act | eIF2B yeast act mutant toxicity | Yeast tox | Yeast tox inhibition %
COC(=O)COc1ccc(S(=O)(=O)NCCC2=CCCCC2)cc1Cl | 14 | 22 | 23 | 22
CCOc1cccc(/C(O)=C2/C(=O)C(=O)N(CCOC)C2c2ccncc2)c1 (centres undefined) | 18 | -5 | 10 | -5
Cc1ccc(-c2c3c(=O)n(C)c(=O)n(C)c3cn2Cc2ccccc2)cc1 | 1 | -19 | -3 | -19
COc1ccc(S(=O)(=O)Nc2ccc3c(c2)OCO3)cc1C | 18 | 16 | ? | .
COc1cc(C(=O)Oc2cccc(C)c2)cc(OC)c1OC | 22 | -5 | 10 | -5
Cc1c(N=Cc2ccccn2)c(=O)n(-c2ccccc2)n1C | 5 | 13 | 14 | 13
c1ccc(-c2nc(N3CCNCC3)nc3ccccc23)cc1 | . | . | 23 | 8
COc1cc(SC)ccc1C(=O)OC1CCOC1=O (centres undefined) | 9 | 5 | 7 | 5
CCOC(=O)Cn1nnc(-c2cccc(OC)c2)n1 | 24 | -4 | -1 | -4
CSc1nnc2c(n1)OC=Nc1ccccc1-2 | -9 | -10 | 28 | -10
O=C(NCc1cccs1)Nc1cccs1 | 23 | 15 | 15 | 15
CCCCCCS(=O)Cc1ccccc1 (centres undefined) | 18 | 15 | 8 | 15

The list goes on:
canonical_smiles | eIF2B yeast act | eIF2B yeast act mutant toxicity | Yeast tox | Yeast tox inhibition %
O=C(NCc1cccs1)C1CCCN1C(=O)Nc1ccccc1 (centres undefined) | 21 | 7 | 10 | 7
CCc1nc(NCCN2CCOCC2)c2oc3ccccc3c2n1 | 32 | -12 | -3 | -12
CCOn1c(=O)c(-c2ccc(OC)cc2)[n+]([O-])c2ccccc21 | 23 | 3 | -6 | 3
O=C(CSc1nnc(-c2cccnc2)n1Cc1ccccc1)N1CCOCC1 | 24 | 4 | -1 | 4

This is a subset, so the mix of outcomes need not match the whole.
